Screening results from PubChem.
ER stress death – protection against thapsigargin ER stress killing – CSM14.1 cells, ATP luminescence, primary screen. CSM14.1 thapsigargin ER stress survival. relative survival (cellular ATP), % at 15 µg/mL (by protocol). actives 0.33% (n = 48,000). AID 1010, 2008;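 active means survival measured by cellular ATP above 50% at 15 µg/ml in the first screen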;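 further: cell death triggered by about 15 µM thapsigargin; ATP read 24 h after thapsigargin was added; plate controls were thapsigargin with DMSO for no effect and DMSO without thapsigargin for full effect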
Starred values were filed as active, the others as inactive.

canonical_smiles	ER stress death
Cn1c(=O)c2[nH]c(N=Nc3c(O)[nH]c(=O)[nH]c3=O)nc2n(C)c1=O	10.9
COc1cccc(N=c2ssc3c2-c2cc(C)c(C)cc2NC3(C)C)c1	5.0
O=C1c2ccccc2C(=O)N1c1ccc2[nH]c(=S)sc2c1	13.9
Fc1ccc(-c2nnc(-c3ccc(Br)o3)o2)cc1	3.4
Cc1ccc(C=Nc2ccc3nc(-c4ccc(Cl)cc4Cl)[nH]c3c2)o1	-7.3
N/C(=N\OC(=O)c1cccc(Cl)c1)c1ccccc1	-1.4
O=C(Nc1ccc(Cl)c(C(F)(F)F)c1)c1cccs1	6.3
Cc1cccc(NC(=O)/C(=C\c2cccs2)NC(=O)c2ccccc2)c1	6.6
COc1cc(-c2ccc(NC(=O)c3ccc(F)cc3)c(OC)c2)ccc1NC(=O)c1ccc(F)cc1	6.1
CCOc1cc(/C=C(\C#N)C(=O)c2ccccc2)ccc1O	1.7

More entries.
canonical_smiles	ER stress death
Cc1cc(Cl)cc(C)c1OCCCCNCCO	-6.1
Cc1ccc2cccc(SCc3ccc([N+](=O)[O-])cc3)c2n1	-4.2
CN(Cc1ccccc1)C(=O)CN(c1cccc([N+](=O)[O-])c1)S(=O)(=O)c1ccccc1	2.9
CCOc1ccc(N2C(=O)NC(=O)/C(=C\c3cc(C)n(-c4cccnc4)c3C)C2=O)cc1	-1.2
O=C1c2cccc3cccc(c23)C(=O)N1c1cccnc1	16.8
CC(C)(C)c1ccc(-c2n[nH]c(=S)o2)cc1	1.5
Oc1c(Br)ccc(Cl)c1C=Nc1cccc2nsnc12	3.1
O=C1OC(c2cccs2)=N/C1=C\c1ccc(-c2ccccc2Cl)o1	-9.3
O=C(CSc1nnc(-c2ccc(Cl)cc2Cl)o1)Nc1ccccc1	-1.4
O=c1cccc(-c2cccc([N+](=O)[O-])c2)o1	4.8

Continued:
canonical_smiles	ER stress death
O=C(COc1ccc(Br)cc1)Nc1cccc(I)c1	-3.0
CCCCCCN1C=CC(=C2C(=O)c3ccccc3C2=O)C=C1	6.8
CC(=O)c1cccc(NC(=O)CC2S/C(=N\N=C\c3ccccc3)NC2=O)c1 (stereo not drawn)	-0.6
Cc1cc(C)c(C(=O)/C(=C/c2ccc(I)cc2)c2ccccc2)c(=O)[nH]1	-24.0
COC(=O)c1c(-c2ccc(OC)c(OC)c2)csc1N	9.5
CSc1nc2c(c(=O)n(C)c(=O)n2C)n1C	-4.7
Cc1ccc(/C(O)=C2\C(=O)C(=O)N(CCCC(=O)O)C2/C=C/c2ccccc2)cc1 (stereo not drawn)	10.6
O=C1CCCCCC1C1(O)C(=O)Nc2ccccc21 (stereo not drawn)	1.2
CC(=O)c1c(-c2ccc(-c3ccccc3)cc2)nc2n(C)c3ccccc3n12	1.4
O=S(N1CCOCC1)C12CC3CC(CC(C3)C1)C2 (stereo not drawn)	6.1

Additional results follow.
canonical_smiles	ER stress death
O=C(Nc1ccc(NC(=O)c2cccc3c(Br)cccc23)cc1)c1ccco1	3.7
O=C(/C=C/Nc1cccc(C(F)(F)F)c1)c1ccccc1	7.7
CCc1c(C)nc2[nH]nc(-c3ccc(C)cc3)n2c1=O	-0.8
Cc1cccc(NC(=O)c2c(NC(=O)c3ccc([N+](=O)[O-])cc3)sc3c2CCCC3)c1	8.2
CC(=O)Nc1ccc(NC(=O)c2ccc(CN3CCOCC3)cc2)cc1	0.9
CC(=O)Nc1nnc(Cc2ccc(Cl)cc2)s1	1.2
O=C(c1cccc(Br)c1)N1N=C(c2ccc(F)cc2)CC1(O)C(F)(F)F (stereo not drawn)	11.4
CC1CC(C)(C)NCCNC(C)CC(C)(C)NCCN1 (stereo not drawn)	0.2
CCOc1ccc(/C=C2\C(=O)NC(=O)N(c3ccc(Cl)cc3)C2=O)cc1	10.4
CC(NC(=O)C(O)CN1CCOCC1)C1COc2ccccc2O1 (stereo not drawn)	2.8

Continued:
canonical_smiles	ER stress death
CCC(=O)Nc1ccccc1C(=O)N1CCN(Cc2ccccc2)CC1	3.7
NC(=O)OC(c1ccccc1[N+](=O)[O-])P(=O)(c1ccccc1)c1ccccc1 (stereo not drawn)	5.2
O=C(COc1ccccc1Cl)Nc1ccc(NC(=O)c2ccc(Cl)cc2Cl)cc1	1.2
CCOC(=O)c1ccc(NC(=O)COc2ccc(Cl)cc2Br)cc1	8.5
O=C(NCCC1=CCCCC1)c1ccc(Cl)c([N+](=O)[O-])c1	7.2
CCn1c(C)nc2c(I)c(O)ccc21	-0.3
CCOCCOC(=O)c1cccc(NC(=O)C(C(C)C)N2C(=O)c3ccccc3C2=O)c1 (stereo not drawn)	2.9
CCN(CC)CCCCOc1c(C)cc(Cl)cc1Cl	-20.8
O=C(NC(NC(=S)Nc1c(Cl)cccc1Cl)C(Cl)(Cl)Cl)c1cccc([N+](=O)[O-])c1 (stereo not drawn)	8.6
CN(C)Cn1c(O)c(N=NC(=O)c2cccnc2)c2ccccc21	-1.6

New compounds follow.
Molecule,ER stress death
CCCCNCCCCCCOc1ccc(C(C)C)cc1,-18.6
COc1ccc(-c2cc(C(=O)NC3CCCCCCC3)c3ccccc3n2)cc1OC,5.2
Cc1nc2ccc(Cl)cc2c(-c2ccccc2)c1C(=O)O,8.1
COc1ccc(C(=O)N2CCCCCC2)cc1,1.6
COC(=O)C1=CNC=C(C(=O)OC)C1c1cccc(Oc2ccccc2)c1,-6.4
COc1ccc(S(=O)(=O)Nc2ccc([N+](=O)[O-])cc2)cc1,3.3
COc1cc(NC(=O)c2cc(Cl)ccc2Cl)ccc1NC(=O)c1ccco1,-0.8
Cc1ccc(CCSc2ccc(F)cc2)cn1,0.1
Cc1ccc(N2C(=O)C3C4CC(=O)C(c5ccccc54)C3C2=O)cc1 (stereo not drawn),-1.2
Cc1ccccc1C1C2=C(CC(C)(C)CC2=O)NC2=C1C(=O)CC(C)(C)C2,-2.2

Additional entries.
Molecule,ER stress death
O=C(CSc1nnc(-c2ccco2)n1-c1ccccc1)NCc1ccccc1,4.2
CC(=O)c1ccc2c(c1)C1C=CCC1C(c1ccc(Cl)cc1)N2 (stereo not drawn),10.3
O=[N+]([O-])c1cc(C(=S)N2CCOCC2)ccc1O,4.0
CC1(O)c2ccccc2C(=O)N1Cc1ccccc1 (stereo not drawn),0.5
CC(=O)Nc1ccc(S(=O)(=O)Nc2cccc3cccnc23)cc1,0.6
Cc1cc(NS(=O)(=O)c2ccc(Nc3nc(-c4ccncc4)cs3)cc2)no1,10.4
Cc1ccc(/C=C2/SC(=S)N(NC(=O)c3ccccc3C)C2=O)cc1,3.7
CCCOc1ccc(C(=O)Nc2ccc(O)c(-c3nc4ccccc4s3)c2)cc1,7.8
CCN(CC)CCNC(=O)c1ccc(Cl)c(Cl)c1,-5.2
CCOc1ccccc1NC(=O)C(=O)NCC1CCCO1 (stereo not drawn),0.3

Next section
Molecule,ER stress death
O=C(O)/C=C/C(=O)OCCCCCCOC(=O)/C=C/C(=O)OCCCCCCO,13.1
CCOc1cc(OCC)cc(C(=O)Nc2cc(-c3nc4ccccc4s3)ccc2C)c1,15.1
COC(=O)c1ccc(/C=C2\C(=O)NC(=S)N(c3cccc(Br)c3)C2=O)cc1,2.0
CC(=O)Nc1ccc(Nc2nc(-c3ccc(Cl)c(Cl)c3)cs2)cc1,-8.8
C=C(Br)n1c(COc2ccccc2)nc2ccccc21,0.6
CCC1=NN2C(=N)/C(=C/c3ccc(-c4ccc([N+](=O)[O-])cc4Br)o3)C(=O)N=C2S1,9.1
CCCc1c(O)nc(SCC(=O)O)[nH]c1=O,8.4
O=C(O)C1C2CCC(O2)C1C(=O)NCc1ccco1 (stereo not drawn),-0.7
N/C(=N\OC(=O)Cc1ccc(Cl)cc1)c1cccnc1,4.4
CCN1C(=O)/C(=C\c2ccc([N+](=O)[O-])cc2)C(C(=O)OC)=C1C,-1.4

Part of the list above, with each value named.
mol: COC(=O)c1ccc(/C=C2\C(=O)NC(=S)N(c3cccc(Br)c3)C2=O)cc1
  ER stress death = 2.0

mol: CC(=O)Nc1ccc(Nc2nc(-c3ccc(Cl)c(Cl)c3)cs2)cc1
  ER stress death = -8.8

mol: O=C(O)/C=C/C(=O)OCCCCCCOC(=O)/C=C/C(=O)OCCCCCCO
  ER stress death = 13.1

Carrying on.
Molecule,ER stress death
COc1ccc(NC(=O)c2ccc(Cl)cc2)cc1Cl,-0.6
C#CCOC(=O)CCN1C(=O)c2cccc3cccc(c23)C1=O,3.9
O=c1[nH]c(=S)[nH]c(O)c1C=Nc1ccccc1-c1ccccc1,10.6
Cc1[nH]c2ccccc2c1/C=N/NC(=O)c1cccc(Br)c1,-4.8
O=C(N/N=C/c1cc([N+](=O)[O-])ccc1O)/C(=C/c1cccs1)NC(=O)c1ccccc1,3.2
CCN1C(=O)/C(=C\c2ccc(-c3ccc(C(=O)O)cc3)o2)N(CC)C1=S,8.8
Cc1ccc(-c2nc(-c3cccnc3)no2)cc1[N+](=O)[O-],-1.7
C=CCn1c(-c2ccc(OCC)cc2)n[nH]c1=S,1.1
COc1ccc(-c2noc(-c3ccc(C)c([N+](=O)[O-])c3)n2)cc1OC,5.3
COc1nccnc1NS(=O)(=O)c1ccc(NC(=O)c2ccc(S(=O)(=O)N(C)C)cc2)cc1,5.0

New compounds follow.
Molecule,ER stress death
CCc1cc(C)cc(OCCOc2ccc(C=C3C(=O)NC(=S)NC3=O)cc2)c1,-0.9
O=C(Nc1ccc(Cl)c(Cl)c1)c1cccc(F)c1,5.9
Cc1ccc(C)c(NC(=O)C2CCC(C)(C(=O)O)C2(C)C)c1 (stereo not drawn),4.2
COc1ccc(S(=O)(=O)N(CCc2ccccc2)CC(=O)NC2CCCC2)cc1,12.0
Fc1ccc(NC(=S)NCC2CCCO2)cc1 (stereo not drawn),6.2
COc1ccccc1N(CC(=O)Nc1ccc(F)c(Cl)c1)S(=O)(=O)c1ccccc1,-0.3
Cc1ccc(C(=O)c2ccc(Br)cc2)cc1S(=O)(=O)Nc1cccc(O)c1,2.5
CN(C)CCNC(=O)C(NC(=O)c1ccccc1)C12CC3CC(CC(C3)C1)C2 (stereo not drawn),-3.4
CN(C)CCCNC1CCCCCCCCCCC1,-10.3
CC1=CC(C)(C)N(C(=O)CN2C(=O)CCC2=O)c2ccccc21,3.0

As entered above:
`COc1ccccc1N(CC(=O)Nc1ccc(F)c(Cl)c1)S(=O)(=O)c1ccccc1` in ER stress death is entered as -0.3
`CN(C)CCCNC1CCCCCCCCCCC1` in ER stress death is entered as -10.3

Additional entries follow.
Molecule,ER stress death
COc1ccc(/C=C/C(=O)Nc2nc(-c3ccc(Cl)cc3)cs2)cc1OC,6.6
COc1ccc(S(=O)(=O)NC2CCS(=O)(=O)C2)cc1 (stereo not drawn),7.9
CC(C)(C)c1ccc(/C=C2\NC(=S)N(c3ccccc3)C2=O)cc1,3.7
CC1CCc2c(sc(NC(=O)COc3ccc(Cl)cc3Cl)c2C#N)C1 (stereo not drawn),2.6
COc1ccc(-c2ccc(CO)o2)cc1,-3.4
CCN1C(=O)/C(=C\c2ccc(OC)c([N+](=O)[O-])c2)C(C(=O)OC)=C1C,11.8
COc1cc2ccccc2cc1C(=O)Nc1ccc(I)cc1Cl,1.7
O=C(/C=C/c1ccc(F)cc1)c1ccccc1O,8.8
COc1ccccc1OCCn1cc(C=O)c2ccccc21,4.5
CCOc1ccc(N2C(=O)NC(=O)/C(=C\C=C\c3ccccc3)C2=O)cc1,23.2

(more compounds)
Molecule,ER stress death
COc1ccc(-c2nc3ccccc3c(C(=O)NC(C)(C)C)c2C)cc1,-1.6
Cc1cc(C)cc(N2C(=O)NC(=O)/C(=C\c3cc(Cl)c(OCC(=O)O)c(Cl)c3)C2=O)c1,-1.0
COc1cccc(OCCOCCN2CCCC2)c1,0.6
COCCCNC(=O)/C(=C/c1cccc([N+](=O)[O-])c1)NC(=O)c1ccc(OC)cc1,1.1
CCN(CC)c1ccc(NC(=O)c2cc(Br)ccc2OC)cc1,1.4
Cc1cc(C)cc(N2C(=O)NC(=O)/C(=C\c3ccc(O)c(Br)c3)C2=O)c1,4.4
c1ccc(N2N=C(c3cccs3)CC2c2cccs2)cc1 (stereo not drawn),8.5
Cc1ccc(-c2nc3ccccc3o2)cc1NC(=O)c1ccc2c(c1)OCCO2,-3.0
CN1CCN(c2ccc([N+](=O)[O-])c(NCCOc3ccc(Cl)cc3)c2)CC1,-2.0
O=C(NCCOC(=O)c1ccccc1)c1ccc([N+](=O)[O-])cc1,5.1

Further structures
Molecule,ER stress death
COCCOC(=O)c1c(C)oc2ccc(OC(=O)c3cc4ccccc4o3)cc12,-0.8
COc1ccccc1N(CC(=O)N1CCOCC1)S(=O)(=O)c1ccccc1,9.8
N#CC1=C(N)C(C#N)(C#N)C(c2ccc(Cl)cc2Cl)C2CCCC=C12 (stereo not drawn),-13.2
CCCc1nnc(NC(=O)CSc2ncn[nH]2)s1,-2.2
CC(C)CC(=O)NC(NC(=O)CC(C)C)c1ccccc1,-1.8
CC(CCc1ccccc1)NCC#N (stereo not drawn),-3.6
N#CSc1cnc(NC2CCCCC2)s1,5.9
Nc1nnc(SCC(=O)Nc2cccc(C(F)(F)F)c2)s1,14.1
COc1ccc(C2CC(=O)C3=C(C2)Nc2ccccc2NC3c2cc(Br)c(OC)c(OC)c2)cc1 (stereo not drawn),3.2
CCOc1cc(-c2ccc3c(c2)OCO3)cc(=O)c2c(C)oc(C)c12,0.8

Further results follow.
Molecule,ER stress death
O=c1/c(=C/c2cc(Br)ccc2OCc2ccccc2F)sc2nc3ccccc3n12,15.2
COc1ccc(/C=N/N2CCN(Cc3cccc4ccccc34)CC2)c(OC)c1,-0.9
CCOc1ccccc1-c1nc(SCC(=O)O)n[nH]1,12.3
CCC(CO)N1CC2([N+](=O)[O-])C=CCC([N+](=O)[O-])(C1)C2 (stereo not drawn),-11.1
COc1cccc(C(=O)Nc2cccc(-c3cn4ccccc4n3)c2)c1,6.2
Cc1ccc(-c2nn(-c3ccccc3)cc2/C=C(\C#N)C(N)=O)o1,-4.9
COc1cc(NC(=O)c2ccc(Cl)cc2)c(Cl)cc1N=NC1=C(O)CC(C)(C)CC1=O,8.8
Cc1ccc(Nc2cc(-n3nc(C)cc3C)ncn2)cc1,1.5
Cc1oc(C(C)(C)C)cc1C(=O)Nc1ccc(CC(=O)O)cc1,-1.6

Only part of the results is shown; rates above refer to the full screens.
